Bioassay records: PubChem BioAssay, The Scripps Research Institute Molecular Screening Center
M1 ag parental: nonselective activator or artifact in parental CHO-K1 cells. 360,000 tested, 0.48% active. Fluo-8 calcium fluorescence; scaled to maximal ATP response, vehicle zero. activation, % at 3 µM; in the data active means activation above about 15%;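 further: untransfected CHO-K1 host cells lacking M1 receptor as counterscreen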
OXTR agonist: human OXTR agonism; CHO-OTR cells, Fluo-8 calcium fluorescence; normalized: DMSO 0%, oxytocin 100%; P30559; activation, % at 3 µM; 320,000 tested, 0.32% active;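 active means activation above the mean of all tested compounds plus 3 SD, cutoff set per screening run, cut at about 20% in these data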;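 further: peak over basal fluorescence ratio from a 100 s FLIPR kinetic read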
TAAR1 antag: antagonists of human TAAR1. Q96RJ0. CHO RD-HGA16 TAAR1, Fluo-8 calcium fluorescence, antagonist. inhibition, % at 3 µM. 360,000 tested, 1.5% active. AID 624466;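 active means inhibition above a per-plate cutoff, the mean inhibition of test compounds on that plate plus 3 SD, cut at about 49% in these data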;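 further: 0% = DMSO plus EC80 beta-PEA response and 100% = DMSO alone without agonist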
Target sequence (Q96RJ0 whole entry, looked up): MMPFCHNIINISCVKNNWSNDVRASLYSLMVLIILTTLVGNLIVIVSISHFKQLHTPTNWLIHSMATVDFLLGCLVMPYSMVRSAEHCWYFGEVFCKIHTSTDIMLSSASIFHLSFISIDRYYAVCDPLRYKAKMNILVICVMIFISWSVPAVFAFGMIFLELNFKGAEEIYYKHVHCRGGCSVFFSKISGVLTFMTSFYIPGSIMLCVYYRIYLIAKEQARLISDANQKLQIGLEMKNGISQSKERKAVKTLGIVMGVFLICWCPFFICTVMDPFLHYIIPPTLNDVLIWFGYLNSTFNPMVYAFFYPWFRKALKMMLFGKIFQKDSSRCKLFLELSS
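Test system – hTAAR1-expressing CHO RD-HGA16 cells, Gα16-coupled · Reagent – β-PEA at EC80 concentration, post-compound challenge · Compound dosing – 3 µM, single point · Timing – 140 s kinetic read after compound, 140 s after agonist · Detection – Fluo-8 intracellular calcium dye fluorescence, real-time kinetic reads · Control set – DMSO and EC80 PEA controls · Repeats – n of 1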
GPR7 antagonist: blocks human GPR7 receptor signaling. P48145. GPR7-expressing cells, fluorescence antagonist assay. inhibition, % at 4.4 µM. 290,000 tested, 1.1% active; in the data active means inhibition above about 16%, passing the limit was not always enough;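 further: cells stimulated with the agonist NPW; 0% = agonist with vehicle and 100% = vehicle without agonist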
Target sequence (P48145 whole entry, looked up): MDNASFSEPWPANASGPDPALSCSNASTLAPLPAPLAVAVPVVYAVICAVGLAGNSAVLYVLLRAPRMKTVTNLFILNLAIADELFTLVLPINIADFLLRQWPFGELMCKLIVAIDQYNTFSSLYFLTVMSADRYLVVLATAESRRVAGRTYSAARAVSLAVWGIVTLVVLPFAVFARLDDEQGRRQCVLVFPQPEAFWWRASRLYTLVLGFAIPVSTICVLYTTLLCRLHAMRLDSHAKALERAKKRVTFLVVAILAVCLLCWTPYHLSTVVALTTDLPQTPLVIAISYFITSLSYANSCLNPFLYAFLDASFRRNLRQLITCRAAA
V1aR counter: activates human V1a receptor in oxytocin agonist counter-screen; CHO-V1R cells, Fluo-8 calcium fluorescence, agonist mode; 0% DMSO, 100% 3 nM vasopressin; activation, % at 3 µM; 320,000 tested, 0.25% active; AID 2797;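 active means activation above the mean activation of all tested compounds plus 3 SD, per screening run, cut at about 20% in these data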;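 further: signal is peak over basal fluorescence ratio across a 100 second FLIPR read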
Target sequence (P37288 whole entry, looked up): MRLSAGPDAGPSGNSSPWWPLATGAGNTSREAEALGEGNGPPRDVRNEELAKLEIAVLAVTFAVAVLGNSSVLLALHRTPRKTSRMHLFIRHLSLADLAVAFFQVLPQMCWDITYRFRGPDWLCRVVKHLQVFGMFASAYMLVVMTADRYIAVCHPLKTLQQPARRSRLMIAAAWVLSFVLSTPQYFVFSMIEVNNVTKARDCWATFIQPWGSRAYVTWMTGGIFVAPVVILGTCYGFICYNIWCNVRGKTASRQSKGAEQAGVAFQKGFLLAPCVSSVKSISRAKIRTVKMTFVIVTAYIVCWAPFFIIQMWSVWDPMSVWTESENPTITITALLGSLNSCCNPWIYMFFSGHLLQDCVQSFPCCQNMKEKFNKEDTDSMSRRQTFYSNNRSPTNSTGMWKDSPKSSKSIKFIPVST
OXTR potentiate: potentiators of human oxytocin receptor | P30559 | CHO-OTR cells, Fluo-8 calcium fluorescence, potentiator mode; 0% = oxytocin EC15, 100% = EC100 | activation, % at 3 µM | 320,000 tested, 0.061% active | AID 2445;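 active means activation above that plate's cutoff, the mean activation of tested compounds plus 3 SD, cut at about 6.6% in these data, passing the limit was not always enough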;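 further: 100% uses oxytocin at 75 nM as the full agonist control; some results filed as inactive read as strong as hits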
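Material: human OTR in CHO cells. Compound: 3.0 µM, one dose. Timing: compound 6 min at room temperature before oxytocin, 100 s read. Evaluation: % activation of max/min ratio relative to oxytocin controls. Replication: single well per compound, singlicate. Signal: Fluo-8 calcium dye fluorescence.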
CHO parental Ca: counter-screen: ATP calcium response change in parental CHO cells. parental CHO-K1, ATP-induced calcium, Fluo-8 fluorescence. inhibition, % at 5.6 µM. 330,000 tested, 0.63% active. AID 463079;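 active means inhibition above that plate's mean sample inhibition plus 3 SD, cut at about 26% in these data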;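 further: 0% = ATP-challenged DMSO wells and 100% = DMSO wells without ATP; some compounds past the cut are filed as inactive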
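Test system: untransfected parental CHO cell line. Compound: one dose, 5.6 µM nominal. Detection: intracellular calcium via Fluo-8 no-wash fluorescent dye. Measure: % inhibition. Benchmarks: ATP-challenged DMSO wells low, unchallenged DMSO wells high.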
M1 PAM parental: M1 PAM counterscreen hit in parental CHO-K1 cells; ATP EC20, Fluo-8 calcium fluorescence; 0% at ATP EC20, 100% at ATP max; 360,000 tested, 0.02% active; activation, % at 3 µM;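 active means activation above the run cutoff, the mean activation of all test compounds plus 3 SD, cut at about 40% in these data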;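 further: peak over basal fluorescence ratio in a 140 s read after ATP addition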
CHO-K1 Ca antag: M1 antagonist counterscreen hit in parental CHO-K1 cells; ATP-induced calcium, Fluo-8 fluorescence; inhibition, % at 3 µM; AID 602250; 360,000 tested, 0.6% active;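 active means inhibition above a per-plate cutoff, the plate's mean sample inhibition plus 3 SD, cut at about 24% in these data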;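 further: 0% = DMSO plus EC80 ATP and 100% = DMSO alone without ATP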
Active calls of the source: *; . = no result given.

SMILES	M1 ag parental	OXTR agonist	TAAR1 antag	GPR7 antagonist	V1aR counter	OXTR potentiate	CHO parental Ca	M1 PAM parental	CHO-K1 Ca antag
O=C(Cc1ccccc1)N/N=C/C=C/c1cccc([N+](=O)[O-])c1	-0.4	2.4	12	1	0.8	-9	-4	-4	5
COCCCN(C(=O)C1CCCCC1)c1c(N)n(Cc2ccccc2)c(=O)[nH]c1=O	0.7	0.9	-10	.	1.1	-2	-20	14	-14
COCCNc1nc(Oc2ccc(Cl)c(Cl)c2)c2sccc2n1	0.1	.	-59	.	.	.	.	9	-2
CS(=O)(=O)Nc1cccc(NC(=O)C2Cc3c(-c4cccc(F)c4)ccnc3O2)c1 (stereo unspecified)	1.7	.	7	.	.	.	.	-4	0
Cc1ccc(C(=O)Nc2ccc(NC(=O)c3cccs3)cc2)c(C)c1	3.0	2.5	16	3	5.5	-13	4	7	-8
CC(=O)Nn1cc2c(c1-c1ccccc1)c(=O)n(C)c(=O)n2C	0.1	-0.2	1	0	-0.7	-3	-3	12	-9
C#CC(=O)N(c1ccc(OC)c(OC)c1)C(C(=O)NC1CCCC1)c1cccs1 (stereo unspecified)	0.2	-0.3	-11	-15	0.2	-1	-15	0	-1
CCOC(=O)C1CCCN(C/C(O)=C(\C#N)c2nc(-c3ccc(Cl)cc3)cs2)C1 (stereo unspecified)	0.0	6.7	16	-9	3.9	-5	-13	-6	4
CN1OC[C@@H]2CN[C@H](c3cccc(-c4ccccc4)c3)C[C@@H]21	0.0	.	-5	.	.	.	.	2	-3
COc1cc(NC(=S)N2CCN(C)CC2)c(OC)cc1Cl	0.2	0.3	-9	-9	0.6	2	-5	2	-1
Cn1cc(CNCc2ccc(-n3cccn3)cc2)c(-c2ccccc2F)n1	1.9	0.5	-2	6	0.8	-7	6	-6	6
C[N+]1(C2CCC3CCCC2C3O)CCCC1 (stereo unspecified)	0.2	-0.7	-1	-4	0.1	0	-9	14	-17
CC(=O)N(/N=C/c1ccc([N+](=O)[O-])o1)c1nc2ccccc2c(=O)n1-c1ccccc1	0.3	-0.5	2	-11	1.5	0	-10	4	-5
COc1ccc(CN(C(=O)CN2C(=O)c3ccccc3S2(=O)=O)C(C(=O)NCC2CCCO2)c2ccncc2)cc1 (stereo unspecified)	-0.2	0.6	13	-9	0.8	5	0	2	11
COC(=O)c1ccc(-c2cc(C(=O)O)c3cc4c(cc3n2)OCCO4)cc1	0.2	-0.2	-4	-8	0.9	1	-14	-7	-9
Cc1cc2ncc(S(=O)(=O)C(C)(C)C)c(N)n2n1	1.3	-0.6	1	-7	8.9	-8	-7	8	-22
COC(=O)[C@@H](NC(=O)N1CCC(C)CC1)C(C)C	0.0	-0.1	7	-4	-0.3	-6	-2	-8	12
COc1ccc(Cc2nnc(NC(=O)Nc3ccccc3F)s2)cc1	2.2	1.7	4	-9	2.0	-5	-10	3	0
Cc1cc(C)c2c(N)c(C(=O)C(C)(C)C)sc2n1	0.6	-1.6	0	-11	-0.1	-11	-2	19	-8
Cn1c(SCc2n[nH]c(=S)o2)nnc1-c1ccccc1	1.4	-0.2	-9	-4	2.4	-5	1	26	-12
CCOC(=O)C1=C(CSc2nc(CC)c(C)cc2C#N)OC(N)=C(C#N)C1c1ccccc1 (stereo unspecified)	0.7	0.4	9	5	2.7	-17	24	-8	21
CCOC(=O)CSc1nc2sc(C)c(C)c2c(=O)[nH]1	0.4	-0.5	1	-13	-0.1	-8	-24	-5	-3
CCOc1ccc(NS(=O)(=O)c2ccc(NS(=O)(=O)c3ccccc3)cc2)cc1	1.5	3.0	16	-5	5.3	-10	-4	6	-17
CCC(NC(=O)c1cc(COc2ccc(F)cc2Cl)on1)c1ccncc1 (stereo unspecified)	14	.	24	30*	.	.	.	-27	10
COc1ccc([C@@]2(C(C)C)ON(c3ccccc3C(F)(F)F)C2=O)cc1	-0.4	0.1	-14	.	0.5	-4	-24	-17	-1

The list goes on:
SMILES	M1 ag parental	OXTR agonist	TAAR1 antag	GPR7 antagonist	V1aR counter	OXTR potentiate	CHO parental Ca	M1 PAM parental	CHO-K1 Ca antag
O=C(NCc1ccco1)c1cc2nc(C3CC3)cc(C(F)(F)F)n2n1	0.0	-1.3	4	-10	-0.5	-8	-8	-6	13
CCOC(=O)c1ccccc1NC(=O)Cc1ccccc1OC	-0.2	-2.0	-2	7	-0.8	-5	-15	1	15
Fc1cccc(Cc2noc(CN3CCN(c4cnccn4)CC3)n2)c1	0.3	-0.4	-5	-17	0.0	-4	1	11	-7
COc1ccc(N(C)S(=O)(=O)c2cccc(C(=O)OCC(=O)N3CC(C)CC(C)C3)c2)cc1 (stereo unspecified)	7.0	6.0	54*	.	7.8	-10	-6	-2	-1
COc1cc(C(C)=O)ccc1COc1ccc(C(=O)O)cc1OC	0.5	1.1	8	-10	0.3	3	4	-13	9
CC(=O)OC(C(=O)NCc1ccco1)c1ccncc1 (stereo unspecified)	0.2	-0.1	0	-3	-0.2	-6	8	8	-10
CC(C)N(C(=O)c1ccccc1-c1ccccc1)C(C)C	0.0	-1.3	5	-9	-1.1	4	0	26	-18
COc1cccc(-n2c(Cc3cc(=O)[nH]c(=O)[nH]3)nnc2SCc2cccnc2)c1	1.0	1.1	-5	-5	0.8	-1	-3	1	15
O=C(NC1CCCCCCC1)c1cc(F)c(F)cc1Cl	0.1	-2.3	7	-13	-1.9	1	-17	-9	5
CCOC(=O)C1(Cc2cccc(Cl)c2)CCCN(CCO)C1 (stereo unspecified)	0.8	-0.2	15	-4	0.1	-9	-11	-15	0
Cc1nnc(SCC(=O)N(C)CC(=O)Nc2ccccc2Cl)s1	2.3	-1.2	-24	.	0.1	-9	-10	4	-9
S=C(NCc1cccc(Cl)c1)NC1CCCCC1	7.6	2.0	32	-7	5.4	-10	-9	17	-10
CCc1ccccc1NC(=O)CCC(=O)OCC(=O)c1ccc(-c2ccccc2)cc1	0.9	-1.7	11	-1	0.5	-4	-9	21	-14
COc1ccccc1-c1cnc2c(c1)C(=O)N([C@@H](C)CO)C[C@H](C)[C@H](CN(C)C)O2	0.0	.	-11	.	.	.	.	3	-7
CC(=O)N1C(C)(C)CC(=NOS(=O)(=O)c2ccccc2)CC1(C)C	0.1	.	8	-11	.	.	.	5	-13
CCCCn1c(N)c(N(CC)C(=O)c2ccc3c(c2)S(=O)(=O)c2ccccc2C3=O)c(=O)[nH]c1=O	0.3	-1.2	-14	-15	0.1	-4	-2	15	-5
Cc1cccc(N2CCN(CC(=O)N(C3CCCC3)C3CCS(=O)(=O)C3)CC2)c1C (stereo unspecified)	3.7	-0.6	2	.	-0.5	-8	-16	2	2
CCN(CC)C(=O)C1=C(C)N(Cc2ccccc2)C(=O)C(CC(=O)NCCc2ccccn2)C1 (stereo unspecified)	0.2	.	0	.	.	.	.	12	-12
COc1cccc(N=CNc2cccc(OC)c2)c1	1.0	.	-6	.	.	.	.	4	-1
C/C=C/CSc1nc2c(c(=O)[nH]c(=O)n2C)n1Cc1ccc(C)cc1	-0.3	-2.5	7	-17	-0.9	-2	-3	24	-9
Cc1ccc(S(=O)(=O)N2CCN(C(=O)COC(=O)CSc3ccccc3)CC2)c(C)c1	1.1	0.2	-33	.	0.4	-7	-3	16	-4
COCCNC(=O)C1CCC(CNS(=O)(=O)c2ccc3c(c2)CC(C)N3C(=O)C2CC2)CC1 (stereo unspecified)	0.8	0.6	-10	-8	0.4	-5	-5	-5	-9
COC/C=C/C1=CC2=CC(=O)C(C)(OC(=O)c3cnc4ccccc4n3)C(=O)C2=CN1CCc1c[nH]c2ccccc12 (stereo unspecified)	.	-0.7	.	.	-1.4	-5	0	.	.
O=[N+]([O-])c1ccc(Cc2ccc([N+](=O)[O-])cc2)cc1	-0.1	.	19	.	.	.	.	8	1
O=C(NCC(c1ccc(F)cc1)N1CCOCC1)c1cccnc1Sc1ccc(Cl)cc1 (stereo unspecified)	0.2	0.9	-6	.	0.0	-4	-14	-5	-3

Part of the list above, with each value named.
Cc1cccc(N2CCN(CC(=O)N(C3CCCC3)C3CCS(=O)(=O)C3)CC2)c1C (stereo unspecified)
  M1 ag parental: 3.7
  OXTR agonist: -0.6
  TAAR1 antag: 2
  GPR7 antagonist: .
  V1aR counter: -0.5
  OXTR potentiate: -8
  CHO parental Ca: -16
  M1 PAM parental: 2
  CHO-K1 Ca antag: 2
O=C(NC1CCCCCCC1)c1cc(F)c(F)cc1Cl
  M1 ag parental: 0.1
  OXTR agonist: -2.3
  TAAR1 antag: 7
  GPR7 antagonist: -13
  V1aR counter: -1.9
  OXTR potentiate: 1
  CHO parental Ca: -17
  M1 PAM parental: -9
  CHO-K1 Ca antag: 5

The listing continues:
SMILES	M1 ag parental	OXTR agonist	TAAR1 antag	GPR7 antagonist	V1aR counter	OXTR potentiate	CHO parental Ca	M1 PAM parental	CHO-K1 Ca antag
Cc1ccc(C)c(-c2nnc(NC(=O)c3ccco3)o2)c1	0.3	-0.3	12	.	0.1	-6	-8	-7	4
O=C(NC1CCCc2ccccc21)N[C@@H](Cc1ccccc1)C(=O)O (stereo partly specified)	0.9	-0.3	10	-8	-0.1	-11	-6	16	-10
Cc1ccc(S(=O)(=O)N2CCCN(S(=O)(=O)C3CCS(=O)(=O)C3)CC2)cc1 (stereo unspecified)	0.9	2.2	4	-4	1.1	-2	-5	-5	3
Cc1ccc(-n2nc3c(=O)n(CC(=O)NC4CCCCCC4)nc(C)c3c2C)cc1	-0.6	-2.2	-6	-17	-1.6	2	-10	6	-8
CS(=O)(=O)c1cccc(S(=O)(=O)N2CCN(c3ccccn3)CC2)c1	-0.5	.	10	-16	.	.	.	-9	8
CCn1c(SC)nc(O)c(C(c2ccc(OC)c(O)c2)c2c(O)nc(SC)n(CC)c2=O)c1=O	-0.2	-0.4	-6	-4	0.4	-3	-4	0	-2
CC(C)Oc1cccc(C(=O)C2CCCN(S(=O)(=O)C(C)C)C2)c1 (stereo unspecified)	1.8	-1.2	-3	-9	2.4	-10	-12	-12	-5
O=C(NCC(c1ccco1)N1CCc2ccccc2C1)c1ccc([N+](=O)[O-])cc1 (stereo unspecified)	1.2	-1.7	-11	.	-1.6	6	5	13	-11
O=C(c1cccc(Cl)c1)N1CCCc2ccccc21	0.2	-1.5	-21	-16	-0.4	-2	-7	27	-12
COc1ccc(CSc2ccc(-c3nc4ccccn4c3NCc3ccccc3)cc2OC)cc1	0.5	0.0	71*	.	0.7	-5	-3	1	-2
O=C(CC1SC(=Nc2cccc3ccccc23)N(Cc2ccccn2)C1=O)Nc1ccccc1Br (stereo unspecified)	-0.1	2.5	-34	-3	2.0	-6	-14	-8	9
CCN(CC(=O)Nc1ccc(NC(C)=O)cc1)C(=O)COc1ccc2ccccc2c1	0.7	0.8	3	.	0.8	-7	-21	-2	-5
CCCCC(CC)C(=O)Nc1cccc(SC)c1 (stereo unspecified)	-0.7	-2.3	23	-9	-0.9	-2	-18	13	-15

Rows are unselected, and some 3.5% of all compounds hit somewhere here.
